High-throughput results from PubChem.
Epigenetic derep – regulators of epigenetic silencing causing reporter derepression in mouse cells | murine LDR cells, GFP reporter derepression, 30 h | Potency, µM (series often up to 53.9 µM), for inactives: at the highest dose GFP activation, hits mostly activators | hit rate 0.2% among 280,000; also: % of control where 0% means no effect; nearly all actives have a fitted effect of over 60% in size
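Readout is the number of GFP-expressing murine LDR cells, counted by cytometry following washing. Cells were treated with compound for 30 h at 37 C; the stably integrated CMV-GFP locus is normally silent.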
NPSR antagonist – antagonists of human neuropeptide S receptor cAMP signaling; Q6W5P4; CHO-NPSR cells, cAMP TR-FRET, antagonist mode; Potency, µM (top dose mostly 38.3 µM), for inactives: top-dose activity change, negative = inhibition, hits mostly inhibitors; hit rate 1% among 220,000; AID 1461; also: % is scaled to controls: 0 for no effect and ±100 for the full control effect; nearly all actives have a fitted effect of over 50% in size; many of its hits are not listed in these tables
Target sequence (Q6W5P4 whole entry, looked up): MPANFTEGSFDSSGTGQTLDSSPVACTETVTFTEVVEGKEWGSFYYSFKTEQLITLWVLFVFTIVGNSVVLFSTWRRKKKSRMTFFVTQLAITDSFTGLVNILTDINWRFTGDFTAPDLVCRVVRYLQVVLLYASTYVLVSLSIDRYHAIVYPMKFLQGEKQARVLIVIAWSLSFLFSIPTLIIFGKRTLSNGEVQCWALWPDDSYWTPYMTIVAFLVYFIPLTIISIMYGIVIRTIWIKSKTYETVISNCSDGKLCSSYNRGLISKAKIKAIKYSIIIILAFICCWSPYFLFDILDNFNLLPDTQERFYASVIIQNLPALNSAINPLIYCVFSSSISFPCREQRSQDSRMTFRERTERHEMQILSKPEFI
KDM4E inh – JMJD2E (human) inhibition; B2RXH2; JMJD2E catalytic domain, FDH-coupled NADH fluorescence (FDH is formaldehyde dehydrogenase); Potency, µM (top dose mostly 57.1 µM), without a hit: top-dose activity change, negative = inhibition, hits mostly inhibitors; hit rate 1.6% among 230,000; AID 2147; active = well fitted inhibition curve with a large enough effect, not every such curve was filed as active; inconclusive = small, poorly fitted or top-dose-only effect, or another doubt; inactive = no such curve, though single readings can be large or run the other way;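 also: 0% = wells with enzyme and -100% = buffer wells without enzyme; nearly all actives have a fitted effect of over 50% in size; many of its hits are not listed in these tables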
KinaseGlo FLuc – counter-screen: inhibitors of Kinase-Glo firefly luciferase; AID 1379; Potency, µM (doses to about 38.3 µM), for inactives: at the highest dose activity change, negative = inhibition, usual class: inhibitors; hit rate 0.28% among 200,000; Kinase-Glo luciferase, ATP luminescence, 8 min; Q27757; also: % is scaled to controls: 0 for no effect and ±100 for the full control effect; nearly all actives have a fitted effect of over 60% in size
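Light output from Kinase-Glo luciferase with luciferin and 10 uM ATP in 50 mM imidazole pH 7.2, KCl, MgCl2, Tween 20, BSA; compound pin-delivered, 8-min ambient incubation, then luminescence read.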
IMPase Li inh – membrane-permeable IMPase blocker, potentiated with lithium. CHO-M1 cells, IP1 TR-FRET (IP-One), carbachol + lithium. Potency, µM (top dose mostly 59.4 µM), without a hit: at the highest dose activity, negative = IMPase inhibition, most hits filed as inhibitors. AID 1457. hit rate 0.35% among 210,000;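 also: IP1 builds up when IMPase is blocked and the TR-FRET signal falls; plate controls were basal vehicle for no effect and high inhibitor control for full effect; nearly all actives have a fitted effect of over 50% in size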
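CHO-M1, 2000 cells/well, 16–30 h culture; cpd + low Li+, 30 min 37C; lysis with d2-IP1/Eu-anti-IP1 Ab, 10 min RT; TR-FRET 665/620 ratio and 620 channel; AC50 via Hill.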
SMN2 splice up – SMN2 splice variant enhancement; HEK293 SMN2-luciferase splicing reporter, luminescence, 30-36 h; Potency, µM (titrated, usually from 46.1 µM), for the others: at the highest dose activity change, positive = activation, hits mostly activators; hit rate 2.8% among 210,000; AID 1458; also: % of control where 0% means no effect; nearly all actives have a fitted effect of over 55% in size
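HEK293 cells carry an SMN2 […]–luciferase reporter in which exon 7 inclusion puts luciferase in frame. Cells were plated 10-12 h before compound addition, then incubated 30-36 h at 37C. ONE-Glo luminescence was read; sodium butyrate at 4.5 mM final served as control.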
RECQ1 inh – blocks DNA unwinding by human RECQ1. hit rate 0.54% among 240,000. P46063. Potency, µM (top dose mostly 57.3 µM), for inactives: at the highest dose activity, negative = inhibition, most hits filed as inhibitors. AID 2549. RECQ1 DNA unwinding, red fluorescence kinetic read;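 also: plate controls were vehicle for no effect and no enzyme for full effect; nearly all actives have a fitted effect of over 30% in size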
Target sequence (P46063 whole entry, looked up): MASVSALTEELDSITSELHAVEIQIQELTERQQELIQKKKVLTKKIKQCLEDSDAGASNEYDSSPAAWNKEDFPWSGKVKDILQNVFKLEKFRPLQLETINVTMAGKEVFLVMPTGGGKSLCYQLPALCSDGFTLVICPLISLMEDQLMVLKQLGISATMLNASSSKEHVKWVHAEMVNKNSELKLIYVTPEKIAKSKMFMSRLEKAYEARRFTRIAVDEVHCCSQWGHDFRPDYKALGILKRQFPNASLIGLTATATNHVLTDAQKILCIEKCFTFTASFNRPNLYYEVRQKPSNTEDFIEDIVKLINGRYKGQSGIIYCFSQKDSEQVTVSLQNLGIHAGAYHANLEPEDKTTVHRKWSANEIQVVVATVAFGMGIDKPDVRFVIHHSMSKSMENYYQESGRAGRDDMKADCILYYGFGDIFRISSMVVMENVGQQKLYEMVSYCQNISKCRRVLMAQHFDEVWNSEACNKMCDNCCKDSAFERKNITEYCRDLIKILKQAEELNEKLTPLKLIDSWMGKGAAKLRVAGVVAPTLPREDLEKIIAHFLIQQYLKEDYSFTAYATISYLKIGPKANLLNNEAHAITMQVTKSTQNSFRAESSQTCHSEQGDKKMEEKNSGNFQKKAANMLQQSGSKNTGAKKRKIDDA
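50 nM RECQ1T1 preincubated 15 min with compound in Tris pH 8.0 buffer with MgCl2, DTT, Tween-20 and 2.5 ug/ml poly(dI-dC); started with 200 nM TAMRA/BHQ-2 forked duplex and 2 mM ATP. Unwinding read as fluorescence (525/598 nm), two reads 2 h apart.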
GoLoco inh red – blocks human Gai1 binding to RGS12 GoLoco peptide, red readout; AID 880; Gai1:RGS12 GoLoco peptide FP, rhodamine, 10 min; Potency, µM (titrated, usually from 61.6 µM), inactives show at the highest dose activity, negative = inhibition, hits mostly inhibitors; hit rate 0.44% among 230,000; active = well fitted inhibition curve with a large enough effect, not every such curve was filed as active; inactive = no such curve, though single readings can be large or run the other way; also: % is scaled to controls: 0 for no effect and ±100 for the full control effect; nearly all actives have a fitted effect of over 30% in size; many of its hits are not listed in these tables
* = called active by the depositor; i = inactive; ? = inconclusive; . = no result given; [ ] = dose if it differs, or a comment. Unless noted, calls follow the shape of the dose curve; as a rule, active = well fitted curve in the direction sought with a large enough effect; inconclusive = small, poorly fitted or top-dose-only effect, or another doubt; inactive = no such curve, though single readings can be large; an effect the other way counts as inactive or inconclusive. Potency is read from the fitted curve at half-maximal effect.

Start of the data: the first 3 entries, to show the layout:
[1] O=C(Nc1ccc(-c2nc3ccccc3o2)cc1)c1ccc(N2CCOCC2)c([N+](=O)[O-])c1
[2] CCO/N=C(/C)c1c(O)cc(-c2ccccc2)n(-c2ccccc2)c1=O
[3] Cc1cc(/C=C2\SC(=S)N(C)C2=O)c(C)n1-c1ccc(O)cc1
compound no.	1	2	3
RECQ1 inh	i	0%	-17%
KinaseGlo FLuc	-1%	-1%	.
SMN2 splice up	-14%	?	.
NPSR antagonist	?	6%	-56%
KDM4E inh	4%	6%	-9%
Epigenetic derep	4.8%	0.0%	?
IMPase Li inh	39%[activator][38.3 µM]	7%	.
GoLoco inh red	6%	37%[activator]	22%

The list itself (from the top)
[1] O=C(Nc1ccc(-c2nc3ccccc3o2)cc1)c1ccc(N2CCOCC2)c([N+](=O)[O-])c1
[2] CCO/N=C(/C)c1c(O)cc(-c2ccccc2)n(-c2ccccc2)c1=O
[3] Cc1cc(/C=C2\SC(=S)N(C)C2=O)c(C)n1-c1ccc(O)cc1
[4] Clc1ccc(-c2n[nH]c3c2CCC3)cc1Cl
[5] O=C(NC1CCCCC1)c1ccccc1NC(=S)NC(=O)C1CC1
compound no.	1	2	3	4	5
RECQ1 inh	i	0%	-17%	-1%	-5%
KinaseGlo FLuc	-1%	-1%	.	-1%	-5%
SMN2 splice up	-14%	?	.	6%	9%
NPSR antagonist	?	6%	-56%	?	-7%
KDM4E inh	4%	6%	-9%	-7%	-1%
Epigenetic derep	4.8%	0.0%	?	0.0%	0.1%
IMPase Li inh	39%[activator][38.3 µM]	7%	.	-5%[38.3 µM]	-1%
GoLoco inh red	6%	37%[activator]	22%	7%	4%

[6] CN1CCC(OC(=O)c2ccco2)CC1
[7] COc1ccccc1N1CCN(S(=O)(=O)c2ccc3c4c(cccc24)C(=O)N3)CC1
[8] CCN1CCC(CNCc2cn(-c3ccc(OC)cc3)nc2-c2ccccc2Cl)C1 (stereo unspecified)
[9] CC(=O)Nc1sc(C)c(C)c1CN1CCN(Cc2ccccc2)CC1
[10] CC(C)CCSc1nnc(Cn2c(=O)sc3ccccc32)n1C
compound no.	6	7	8	9	10
RECQ1 inh	-1%	-14%	-8%	i	-2%
KinaseGlo FLuc	0%	-3%	2%	2%	3%
SMN2 splice up	.	-2%	.	-5%	-5%
NPSR antagonist	-15%	-4%[46.1 µM]	1%	-5%	4%[46.1 µM]
KDM4E inh	7%	0%	12%	2%	7%
Epigenetic derep	1.9%	-0.8%	3.2%	0.9%	0.0%
IMPase Li inh	19%	-6%[38.3 µM]	9%	1%	9%
GoLoco inh red	-13%	-1%	-9%	15%	5%

[11] Cn1c(C(=O)N2CCN(C3CCCCC3)CC2)cc2c(=O)n(C)c3ccccc3c21
[12] O=C(O)CS(=O)(=O)c1ccc(C(F)(F)F)cn1
[13] COc1ccc(Nc2ccc(C(=O)O)cc2[N+](=O)[O-])cc1
[14] COc1ccc(CCN2C(=O)c3ccncc3C2=O)cc1OC
[15] NCCCC[C@H]1NC(=O)[C@H](CCC(=O)O)NC(=O)c2cc([N+](=O)[O-])cc(I)c2OCC[C@@H](C(N)=O)NC1=O
compound no.	11	12	13	14	15
RECQ1 inh	6%	i	-8%	-1%	i
KinaseGlo FLuc	-3%	-1%	-1%	-2%	1%
SMN2 splice up	-3%	7%	1%	-6%	-5%
NPSR antagonist	9%[46.1 µM]	24%	-22%[46.1 µM]	-2%[46.1 µM]	8%
KDM4E inh	-23%	4%	13%	2%	0%
Epigenetic derep	-1.3%	0.0%	0.0%	0.1%	1.0%
IMPase Li inh	2%[38.3 µM]	9%	-3%	-19%[38.3 µM]	14%
GoLoco inh red	4%	-4%	15%	-7%	3%

[16] COc1ccc(N2Nc3n[nH]c(N)c3N2)cc1
[17] CC(C)c1ccc(NC(=O)C(c2ccc3c(c2)OCO3)N2CCN(C(=O)c3ccco3)CC2)cc1 (stereo unspecified)
[18] Cc1cc(C)c(C#N)c(SCc2ccc(C#N)cc2)n1
[19] CC1(C)Cc2c(C#N)c(NCCc3ccccc3)nc(-c3ccco3)c2CO1
[20] COC(=O)c1cc(C(=O)c2cc(Cl)ccc2O)coc1=N
compound no.	16	17	18	19	20
RECQ1 inh	-3%	-19%	?	0%	-5%
KinaseGlo FLuc	2%	4%	3%	0%	4%
SMN2 splice up	?	-4%	-9%	-6%	-40%
NPSR antagonist	-13%[46.1 µM]	?	-23%[46.1 µM]	?	-9%
KDM4E inh	?	-16%	7%	?	?
Epigenetic derep	0.0%	0.0%	2.3%	-0.7%	-6.0%
IMPase Li inh	5%	11%[38.3 µM]	19%[38.3 µM]	5%[38.3 µM]	-8%
GoLoco inh red	-15%	-3%	8%	-7%	48%[activator]

[21] Cc1cccc(N2C(=O)CC(N3CCN(c4ccccc4)CC3)C2=O)c1 (stereo unspecified)
[22] Cc1nc2sc3c(c2c(=O)[nH]1)CCC3
[23] COc1ccccc1OCCNC(=O)c1cc([N+](=O)[O-])cc([N+](=O)[O-])c1
[24] O=C(NCc1ccc(Cl)cc1Cl)C1CC(=O)N(Cc2ccccc2)C1 (stereo unspecified)
[25] CCSC1=NC(=O)/C(=C2/C=Cc3ccccc3N2CC)S1
compound no.	21	22	23	24	25
RECQ1 inh	i	i	i	i	-5%
KinaseGlo FLuc	1%	-3%	-1%	5%	-12%
SMN2 splice up	-27%	18%	5%	-8%	-8%
NPSR antagonist	6%[46.1 µM]	-12%[46.1 µM]	-2%	-5%	-24%[46.1 µM]
KDM4E inh	-6%	6%	-8%	-2%	-5%
Epigenetic derep	0.1%	0.9%	-1.1%	-0.6%	-1.0%
IMPase Li inh	11%[38.3 µM]	17%[38.3 µM]	?	4%	1%[38.3 µM]
GoLoco inh red	0%	16%	4%	5%	1.3µM*

[26] Cn1c2ccccc2c2ncn(CCCN3CCOCC3)c(=O)c21
[27] Cc1ccccc1NC(=O)Oc1cccc(OC(=O)c2ccccc2)c1
[28] O=C(CCCCn1c(=O)[nH]c2ccccc2c1=O)N1CCN(c2cccc(C(F)(F)F)c2)CC1
[29] Cc1ccc(NC(=O)c2ccc(Oc3ncccn3)cc2)cc1
[30] CCc1ccc(CNC(=O)C(=O)NCC2CCCO2)cc1 (stereo unspecified)
compound no.	26	27	28	29	30
RECQ1 inh	4%	i	-12%	i	-8%
KinaseGlo FLuc	-2%	.	0%	-3%	1%
SMN2 splice up	?	.	-88%[inhibitor]	?	.
NPSR antagonist	-4%[46.1 µM]	2%	?	-1%	-6%
KDM4E inh	?	-4%	0%	12%	4%
Epigenetic derep	-2.1%	0.0%	-0.2%	1.1%	1.8%
IMPase Li inh	15%[38.3 µM]	.	17%[38.3 µM]	11%	-3%
GoLoco inh red	9%	1%	9%	8%	11%

[31] CCCOc1ccccc1C1CC(=O)NC2=C1C(=O)CCC2 (stereo unspecified)
[32] Cn1c(SCC(=O)Nc2ccc3c(c2)OCCO3)nnc1-c1ccccn1
[33] COc1ccc(-c2nnc(NC(=O)c3cccs3)s2)c(OC)c1
[34] O=C(NCCCN1CCCC1)Nc1cccc2ccccc12
[35] CCCCOC(=O)c1cccnc1
compound no.	31	32	33	34	35
RECQ1 inh	i	-1%	-10%	-3%	-7%
KinaseGlo FLuc	2%	5%	.	-3%	.
SMN2 splice up	-12%	-7%	.	-13%	.
NPSR antagonist	-7%[46.1 µM]	-3%[46.1 µM]	?	-2%[46.1 µM]	-22%
KDM4E inh	-8%	3%	-29%	?	6%
Epigenetic derep	-0.2%	0.0%	1.4%	-1.1%	1.1%
IMPase Li inh	2%[38.3 µM]	13%[38.3 µM]	.	-1%[38.3 µM]	.
GoLoco inh red	-2%	14%	15%	7%	-6%

[36] CC1CCCCC1NC(=O)c1ccc(CSc2nc3ccncc3[nH]2)cc1 (stereo unspecified)
[37] Cc1c(C(=O)NCc2ccccn2)sc2nc(-c3ccccc3)cn12
[38] CCOc1ccc(-n2cnnn2)cc1S(=O)(=O)Nc1c(C)cccc1C
[39] COc1ccc(OC)c(C(=O)c2nc3c(n2O)CCCCC3)c1
[40] COc1ccc(NC(=O)N2CCCC2C(=O)NCc2ccc(C)cc2)cc1 (stereo unspecified)
compound no.	36	37	38	39	40
RECQ1 inh	?	6%	-1%	-17%	0%
KinaseGlo FLuc	-3%	3%	-4%	1%	2%
SMN2 splice up	-16%	-28%	26%	?	-8%
NPSR antagonist	-5%	-6%[46.1 µM]	-26%[46.1 µM]	0%[46.1 µM]	8%
KDM4E inh	2%	-7%	-6%	-9%	1%
Epigenetic derep	-0.1%	12%	-1.1%	0.9%	3.1%
IMPase Li inh	0%	34%[activator][38.3 µM]	21%[38.3 µM]	-8%[38.3 µM]	2%
GoLoco inh red	1%	13%	4%	11%	20%

[41] C=C(C)COc1ccc(-c2nc(N)ncc2Oc2ccc(OC)cc2)c(O)c1
[42] Cc1cc(S(=O)(=O)N2CC(=O)N(CCc3ccccc3)C(=O)C2)ccc1F
[43] COc1ccc(C2=NN(C(=O)CCCC(=O)O)C(c3cn(-c4ccccc4)nc3-c3ccccc3)C2)cc1 (stereo unspecified)
[44] O=C(c1ccc2c(c1)OCCO2)C1CCN(S(=O)(=O)c2ccccc2F)CC1
[45] O=C(CSc1ccc(-c2ccco2)nn1)c1cccc([N+](=O)[O-])c1
[46] O=C(O)c1cccc(NC(=O)C2CCCO2)c1 (stereo unspecified)
[47] Cc1ccc2c(c1)N(CC(=O)OC(CC(C)C)C(=O)NC1CCCC1)C(=O)CO2 (stereo unspecified)
[48] CN=C1c2cc3c(Br)c(OC)ccc3n2CCN1C
compound no.	41	42	43	44	45	46	47	48
RECQ1 inh	-15%	-14%	0%	1%	?	-5%	-5%	6%
KinaseGlo FLuc	1%	1%	.	0%	2%	-1%	-1%	-3%
SMN2 splice up	-10%	-9%	.	-18%	3%	7%	-15%	-4%
NPSR antagonist	?	-20%[46.1 µM]	-53%	-15%[46.1 µM]	-1%	-2%[46.1 µM]	-15%[46.1 µM]	-10%[46.1 µM]
KDM4E inh	-8%	9%	0%	-9%	9%	-7%	5%	-7%
Epigenetic derep	0.6%	-0.1%	2.1%	-1.3%	2.1%	-2.9%	-0.2%	-1.0%
IMPase Li inh	19%[38.3 µM]	0%[38.3 µM]	.	-10%[38.3 µM]	-5%	20%[38.3 µM]	5%[38.3 µM]	-19%[38.3 µM]
GoLoco inh red	-7%	7%	10%	6%	-3%	11%	-6%	-8%

The list is partial; the hit share may differ from the screen's.
